GLP-1R inv ag: inverse agonists of human GLP-1 receptor; 410,000 tested, 1.6% active; Potency, µM (top dose mostly 38.3 µM), for inactives: at the top dose activity change, negative = inhibition, most hits filed as inhibitors; HEK293 GLP-1R CRE-luciferase, luminescence, 24 h; GLP-1R form is constitutively active; P43220; note: potency is the fitted concentration of half-maximal effect; % is set by controls: 0 for no effect and ±100 for the full control effect; nearly all actives have a fitted effect of over 55% in size
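Readout was luciferase luminescence, measured 12 min after detection reagent at room temperature. Beforehand, GLP-1R reporter HEK293 cells had sat 12 h, then received compounds for 24 hr at 37 deg C.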
GLP-1R agonist: activates the human GLP-1 receptor; HEK293 GLP-1R CRE-luciferase, luminescence, 4-6 h; cells express a hypersensitive GLP-1R form; Potency, µM (doses to about 45.6 µM), inactives show top-dose activation, hits mostly activators; 380,000 tested, 0.007% active; P43220; AID 624172; note: potency is the fitted concentration of half-maximal effect; % of control where 0% means no effect
PTHR1 agonist: agonists of human PTHR1 parathyroid hormone receptor | Q03431 | HEK293 GP2 PTHR1 cells, GloSensor cAMP luminescence, 1 h | Potency, µM (top dose mostly 115 µM), without a hit: at the top dose activation, actives largely listed as activators | 410,000 tested, 0.075% active | AID 743266; note: potency is the fitted concentration of half-maximal effect; nearly all actives have a fitted effect of over 55% in size; some results filed as inactive show a strong effect at the top dose; inactives centre near -15; many of its hits are not listed in these tables
Target sequence (Q03431 whole entry, looked up): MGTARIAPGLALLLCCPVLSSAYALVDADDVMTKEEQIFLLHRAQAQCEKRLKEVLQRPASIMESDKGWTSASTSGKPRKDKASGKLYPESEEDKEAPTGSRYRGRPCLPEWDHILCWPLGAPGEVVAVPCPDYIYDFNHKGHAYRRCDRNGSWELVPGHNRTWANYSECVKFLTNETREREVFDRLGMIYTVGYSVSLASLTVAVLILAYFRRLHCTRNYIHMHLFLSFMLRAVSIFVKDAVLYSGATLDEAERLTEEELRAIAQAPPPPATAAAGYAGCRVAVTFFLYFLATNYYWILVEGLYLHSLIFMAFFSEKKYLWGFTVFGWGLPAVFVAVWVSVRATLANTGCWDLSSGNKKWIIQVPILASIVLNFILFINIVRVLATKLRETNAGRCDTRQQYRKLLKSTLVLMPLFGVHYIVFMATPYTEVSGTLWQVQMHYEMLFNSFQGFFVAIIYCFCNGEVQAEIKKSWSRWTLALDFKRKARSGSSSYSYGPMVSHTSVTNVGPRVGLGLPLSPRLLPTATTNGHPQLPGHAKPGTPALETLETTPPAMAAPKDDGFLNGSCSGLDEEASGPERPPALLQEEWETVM
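HEK-293-derived GP2 cells expressing PTHR1 and a GloSensor cAMP reporter, 3,000/well, plated overnight, given luciferin plus IBMX (each 0.5 mM as added) for 1 h at 37 °C, then compound for 1 h at 37 °C. Luminescence was read after 15 min at room temperature.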
KB-V1 MDR tox: KB-V1 MDR subline cytotoxicity; KB-V1 MDR cells viability, CellTiter-Glo, 72 h; Potency, µM (top dose mostly 46.1 µM), inactives show top-dose activity change, negative = cytotoxicity, hits mostly cytotoxic; 400,000 tested, 3.4% active; AID 1347076; note: potency is the fitted concentration of half-maximal effect; % is set by controls: 0 for no effect and ±100 for the full control effect; nearly all actives have a fitted effect of over 60% in size
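KB-V1, DMEM (no phenol red) + 10% FBS; cpd pin-transferred, titration series; 72 h, 37 degrees C; CellTiter-Glo, luminescence. Data normalized, curve-fit.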
aSyn rescue: rescues yeast growth from alpha-synuclein toxicity | Yeast expressing alpha-synuclein, growth rescue, BacTiter-Glo, 24 h | Potency, µM (titrated, usually from 46.1 µM), inactives show top-dose growth rescue (activation), actives largely listed as activators | 370,000 tested, 0.14% active | AID 652106; note: potency is the fitted concentration of half-maximal effect; % of control where 0% means no effect; nearly all actives have a fitted effect of over 65% in size
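Galactose-induced alpha-syn yeast (OD600=0.02, raffinose-pregrown) + pinned cpd, 24 hr, 30 deg C; growth by BacTiter-Glo luminescence. Growth restoration scores as activation.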
HEK293 tox: cytotoxic in the GLP-1 receptor inverse agonist counter-screen | HEK293 cAMP-luciferase reporter cells, luminescence, 24 h | Potency, µM (doses to about 38.3 µM), for the others: top-dose activity change, negative = inhibition, hits mostly inhibitors | 410,000 tested, 0.13% active | AID 624418;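 note: loss of luciferase light is scored as toxicity; potency is the fitted concentration of half-maximal effect; % is set by controls: 0 for no effect and ±100 for the full control effect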
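Compound-treated cells are incubated 24 hr at 37 deg C under 5% CO2 after a 12 hour attachment period, then luciferase detection reagent is added and luminescence is measured following 12 min at room temperature; lowered signal indicates toxicity.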
DRD3 agonist: D3 dopamine receptor (human) agonism; P35462; D3R DiscoveRx beta-arrestin cells, luminescence, 90 min; max activation, %; 410,000 tested, 0.58% active; in the data active = max activation above about 30%; note: 0% is about no effect; mostly tested at two doses, the higher about 12 µM
Target sequence (P35462 whole entry, looked up): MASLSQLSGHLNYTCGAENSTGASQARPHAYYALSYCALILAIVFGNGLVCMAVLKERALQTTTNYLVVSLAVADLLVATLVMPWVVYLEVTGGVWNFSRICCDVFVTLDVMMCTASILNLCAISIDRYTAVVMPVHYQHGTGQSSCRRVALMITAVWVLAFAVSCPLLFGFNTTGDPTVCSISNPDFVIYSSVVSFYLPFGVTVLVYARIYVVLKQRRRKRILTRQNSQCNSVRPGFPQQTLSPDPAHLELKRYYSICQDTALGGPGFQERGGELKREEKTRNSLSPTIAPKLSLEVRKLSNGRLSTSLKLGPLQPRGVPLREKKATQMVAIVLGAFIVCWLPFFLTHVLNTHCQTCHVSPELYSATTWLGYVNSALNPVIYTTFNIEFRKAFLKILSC
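Agonist mode: compounds and dopamine controls were applied to plated cells for 90 min at 37 degrees C after an overnight attachment at 1500 cells/well. Luminescent read-out followed 30 - 60 minutes at room temperature with DiscoveRx detection reagent.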
DRD3 antagonist: blocks the human D3 dopamine receptor. D3R cells, DiscoveRx beta-arrestin luminescence, antagonist mode; active compounds read low. max response, negative = inhibition, %. 360,000 tested, 2.5% active; in the data active = max response below about -50%; inconclusive = no clear call, values can overlap the other calls; note: % is set by controls: 0 for no effect and ±100 for the full control effect; mostly tested at two doses, the higher about 12 µM
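Cells plated overnight at 1500 cells/well, then exposed to library compounds with dopamine controls for 90 minutes at 37 degrees C. DiscoveRx reagent added for 30–60 minutes at room temperature; luminescence read, quantitative HTS format.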
TDP-43 yeast inh: inhibitors of TDP-43 toxicity in yeast; TDP-43 expressing yeast growth rescue, BacTiter-Glo, 24 h; Potency, µM (doses to about 46.1 µM), for inactives: top-dose growth rescue (activation), usual class: activators; 410,000 tested, 1.8% active; AID 652104; note: potency is the fitted concentration of half-maximal effect; % of control where 0% means no effect; nearly all actives have a fitted effect of over 50% in size
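Growth rescue of TDP-43-toxic yeast measured as ATP luminescence (BacTiter-Glo). Cells grown to mid-log in raffinose, induced in galactose at OD600=0.02, exposed to compound 24 hr at 30 deg C.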
Numbers without * were called inactive; i = inactive; ? = inconclusive; . = not tested or not shown; & = joins results of further samples; ! = repeats disagree; [ ] = another dose, or the depositor's remark. Unless noted, calls come from the whole dose curve; as a rule, active = well fitted curve in the direction sought with a large enough effect; inconclusive = small, poorly fitted or top-dose-only effect, or another doubt; inactive = no such curve, though single readings can be large; an effect the other way counts as inactive or inconclusive.

SMILES | GLP-1R inv ag | GLP-1R agonist | PTHR1 agonist | KB-V1 MDR tox | aSyn rescue | HEK293 tox | DRD3 agonist | DRD3 antagonist | TDP-43 yeast inh
CNS(=O)(=O)c1ccc(NC(=O)Nc2ccc3c(c2)OCO3)cc1 | ? | 15% | -75%[inhibitor] | 16% | -5% | -22% | -2 | -20 | -4%
CCOC(=O)CN1C(=O)N(CC(=O)OCC)C(c2ccccc2)(c2ccccc2)C1=O | ? | -1% | i | -27% | 7% | -16% | 4 | 37 | .
COc1ccc(NC(=O)Nc2ccccc2C(N)=O)cc1OC | 1% | -7% | -7% | -22% | -1% | -8% | 1 | -8 | -20%
CC(C)CCNC(=O)C(c1ccco1)N(CC1CCCO1)C(=O)Cn1nnc2ccccc21 (stereo not given) | 2% | -14% | i | 2% | 2% | -18% | 4 | 11 | 7%
COCCn1c(-c2ccc(OC)c(OC)c2)nc2ccccc21 | 20% | 17% | i | 2% | -9% | -3% | -3 | 21 | 15%
C=CCC1(CC=C)CCCN1C(=O)c1cc(COc2ccc(-n3cncn3)cc2)on1 | ? | 12% | -49%[inhibitor] | -30% | 21% | 3% | 16 | 19 | 13%
O=[N+]([O-])c1ccccc1/C=N\Nc1nccs1 | 8% | -15% | -15% | ? | -2% | -6% | 0 | 2 | 6%
COc1ccc(CNC(=O)c2[nH]c(C(F)(F)F)nc2-c2ccccc2)cc1OC | 12% | 2% | -13% | ? | -9% | -11% | -9 | -58* | 1%
CC(C)COC(=O)NCC12C=CC(O1)C1C(=O)N(c3ccc(Cl)cc3)C(=O)C12 (stereo not given) | -11% | -23% | i | -11% | -71%[inhibitor] | 16% | -8 | -28 | -81%[inhibitor]
CCOc1c(Br)cc(C2CC(=O)Nc3cc4c(cc32)OCO4)cc1OC (stereo not given) | ? | . | -21% | . | . | ? | -2 | . | 17%
CN1C(=O)C(c2cn(C)c3ccccc23)(c2cn(C)c3ccccc23)c2cc(Br)ccc21 | 23% | . | -11% | -12% | 16% | 10% | -12 | -16 | 12%
CN(C)c1cccc(NC(=O)c2cccc3c(-c4ccc(F)c(F)c4)coc23)c1 | ? | 15% | i | 6% | 4% | 3% | 0 | 49 | 14µM*
O=C(NC(c1ccc(Cl)cc1)c1cnccn1)C1CCN(Cc2ccc(Oc3ccccc3)cc2)CC1 (stereo not given) | ? | -6% | -15% | ? | -2% | -20% | -12 | ? | 11%
C=CC[C@@H](CC(=O)N[C@H](CO)Cc1ccccc1)C(=O)NCCOC(=O)[C@@H](CC=C)CC(=O)OC(C)(C)C | 9% | 4% | -8% | ? | -2% | -1% | 2 | 16 | 18%
CCOc1ccccc1NC(=O)c1nc(-c2ccccc2)oc1C | 15% | 15% | -53%[inhibitor] | -1% | 13% | -10% | 10 | 22 | 25%
O=C(NCc1cn2ccsc2n1)c1cccs1 | 3% | -1% | i | 6% | 0% | ? | 0 | 1 | 17%
CC(C)OCCCNC(=O)CCCn1c(SCC(=O)c2ccc(F)cc2)nc2c(sc3ccccc32)c1=O | 0% | . | i | . | . | 18% | 19 | . | 8%
CC(C)(C)c1ccc(OCCCn2ccnc2)cc1 | ? | 13% | -19% | 0% | -6% | 0% | 3 | 3 | -9%
O=S(=O)(NCc1ccc2c(c1)OCO2)c1ccc2c(c1)oc1ccccc12 | -17% | ? | -11%[57.5 µM] | -3% | 2% | 7% | 13 | 11 | 21%
O=C(NCCCC1CCCC1)C1CCC(=O)N(Cc2cccc(C(F)(F)F)c2)C1 (stereo not given) | ? | 4% | -33% | . | 9% | -19% | -8 | -3 | -6%
Cc1noc(C)c1NC(=O)N(C)C[C@@H]1Oc2ccc(NS(=O)(=O)c3c(C)noc3C)cc2C(=O)N([C@H](C)CO)C[C@H]1C | 11% | 14% | i | 14% | 7% | 8% | 3 | -6 | 3%
CSCCC(NC(=O)C1CC1)c1nc2ccccc2[nH]1 (stereo not given) | 0% | -5% | -5%[57.5 µM] | -9% | -1% | -3% | 1 | 26 | 0%
CCCCCCC(=O)N(O)C1CC(=O)N(c2ccc(C)cc2)C1=O (stereo not given) | 49%[activator] | 3% | 26% | -14% | . | -12% | -5 | -2 | -59%[inhibitor]
Cc1cc(CC(C)C)n(-c2nc3ccccc3c(=O)n2OCC(=O)N(C)C)n1 | 8% | 0% | -6% | -25% | 24% | -6% | -6 | -17 | 1%
CCc1c(C)nc2c(-c3ccccc3OC)c(C)[nH]n2c1=O | 7% | 11% | i | 14% | -2% | -11% | -12 | 13 | -14%[1.82 µM]
Going on with the list:
SMILES | GLP-1R inv ag | GLP-1R agonist | PTHR1 agonist | KB-V1 MDR tox | aSyn rescue | HEK293 tox | DRD3 agonist | DRD3 antagonist | TDP-43 yeast inh
Cc1cccc(NC(=O)CN2C(=S)NC(C)(C)CC2C)c1 (stereo not given) | 14% | 2% | -22% | 7% | -11% | 2% | 2 | 0 | 0%
Cc1cc(-c2nnc(SCC(=O)c3ccc(Cl)cc3)o2)no1 | 2% | 7% | i | -1% | 0% | -19% | -3 | 1 | -7%
Cc1cccnc1NC(=O)c1ccc(S(=O)(=O)N2CCCCCC2)cc1 | -1% | 6% | i | -10% | 1% | -7% | 2 | 17 | 18%
Cc1ccc(NC(=O)CSc2nc3ccccc3nc2N2CCOCC2)cc1 | ? | 21% | -45%&-28%[inhibitor] | 18µM*! | 12% | -20%&-8% | 1&5 | 21 | ?
COc1ccc(N/N=C(/N=Nc2nc(C)cc(=O)[nH]2)c2ccccc2)cc1 | ? | 0% | i | ? | 27% | 4µM* | -6 | -57* | -13%
CCOC(=O)N1CCC(NC(=O)CCCC(=O)O)CC1 | 0% | -1% | 15% | 1% | -3% | 23% | -16 | -14 | -3%
CCN1C(=O)c2cccc3c(S(=O)(=O)Nc4ccccc4O)ccc1c23 | 27% | 34% | i | ? | 2% | -13% | 6 | 16 | -3%
O=C(CN1C(=O)CCS(=O)(=O)c2ccccc21)Nc1ccc(Cl)cc1 | 10% | 0% | -3% | 16% | 6% | 11% | -3 | -9 | -2%
Cc1nc(C)c(C(=O)NNS(=O)(=O)c2ccc3ccccc3c2)s1 | 1% | 3% | -48%[inhibitor] | ? | -2% | 0% | 9 | 3 | -19%
COc1ccc(/C=C/C(=O)Nc2cc(C(F)(F)F)ccc2Cl)cc1 | -16% | -1% | i | -14% | -16% | 9% | -22 | -24 | 5%
CC(=O)Nc1ccc(C(=O)OCC(=O)N(c2ccccc2)C2CCCCC2)cc1 | ? | 0% | -8% | -3% | -4% | -21% | 14 | 19 | 23%
Cc1ccc(N2CC(C(=O)Nc3ccc(S(=O)(=O)N4CCOCC4)cc3)CC2=O)cc1 (stereo not given) | -2% | -4% | i | 1% | 9% | -9% | -13 | 11 | -7%
O=C(OCc1ccccc1)N1CCOCCN(C(=O)OCc2ccccc2)CCOCC1 | 9%[0.307 µM] | 6% | i | ? | 6% | -1%[0.307 µM] | 2 | -8 | 25%
CC1(c2nnc(-c3ccccc3)o2)CC(c2ccc(Cl)cc2)=NO1 (stereo not given) | ? | 8% | i | 5% | 16% | 4% | 43* | 46 | ?
O=C(O)c1cccc(S(=O)(=O)N(Cc2ccccc2)c2cccc(C(F)(F)F)c2)c1 | ? | 1% | -47%[inhibitor] | -17% | 4% | -7% | -12 | -20 | -21%
Cc1ccc(NC(=O)CSc2nc3ccc(Nc4nc(N5CCOCC5)nc(N5CCOCC5)n4)cc3s2)cc1 | 20% | 2% | i | ? | 3% | 1% | 3 | 26 | 11%
NC(=O)CSc1oc(-c2ccco2)nc1S(=O)(=O)c1ccc(F)cc1 | 9% | 0% | i | 1% | -3% | 23% | 5 | -13 | -12%
Cc1ccc(S(=O)(=O)N2CCN(C(=O)c3ccco3)CC2)cc1 | 6% | 2% | -3% | -1% | 9% | -1% | 2 | -2 | -13%
O=C(CSc1ccccc1Cl)NC1CCCc2ccccc21 (stereo not given) | ? | 7% | i | -1% | 6% | 23% | 15 | -13 | ?
CCCCOC(=O)c1[nH]c(C)c(C(=O)OC)c1C | 0% | 15% | i | ? | -11% | -20% | -3 | 5 | ?
CCc1ccc(C(C)NC(=O)c2ncn[nH]2)cc1 (stereo not given) | 7% | -5% | i | 7% | 0% | -9% | 6 | 53 | -1%
COc1ccccc1S(=O)(=O)N(C)C[C@@H]1OCc2cn(nn2)CCCC(=O)N([C@@H](C)CO)C[C@H]1C | 6% | -3% | -3% | 25% | 1% | 2% | 2 | 31 | 3%
CS(=O)(=O)N(CC(=O)NCc1ccco1)c1ccc2c(c1)OCO2 | 12% | -3% | -20% | -10% | 2% | -17% | 0 | 11 | -15%
N#CC1=C(N)S[C@H](C(=O)C23CC4CC(CC(C4)C2)C3)[C@H]1c1ccncc1 | 55%[activator] | -45%[inhibitor] | i | 0% | 0% | 49%[activator] | -6 | -2 | 11%
COc1ccc(C2CC(O)(c3ccccc3)Oc3cc(OC)c(OC)c(OC)c32)cc1 (stereo not given) | ? | 16% | -18% | 0% | -2% | -4% | 6 | 9 | 8%

Sorted by count of non-hydrogen atoms (smallest number first): 4 of the compounds above.
SMILES | GLP-1R inv ag | GLP-1R agonist | PTHR1 agonist | KB-V1 MDR tox | aSyn rescue | HEK293 tox | DRD3 agonist | DRD3 antagonist | TDP-43 yeast inh
CCCCOC(=O)c1[nH]c(C)c(C(=O)OC)c1C | 0% | 15% | i | ? | -11% | -20% | -3 | 5 | ?
O=C(CSc1ccccc1Cl)NC1CCCc2ccccc21 (stereo not given) | ? | 7% | i | -1% | 6% | 23% | 15 | -13 | ?
CCN1C(=O)c2cccc3c(S(=O)(=O)Nc4ccccc4O)ccc1c23 | 27% | 34% | i | ? | 2% | -13% | 6 | 16 | -3%
O=C(O)c1cccc(S(=O)(=O)N(Cc2ccccc2)c2cccc(C(F)(F)F)c2)c1 | ? | 1% | -47%[inhibitor] | -17% | 4% | -7% | -12 | -20 | -21%

Assay outcomes (PubChem)

Some of the compounds tested, so the mix of outcomes need not match the whole.
